# High-throughput results from PubChem.
# RGS4 inhibitor: human RGS4 inhibition. AID 504845. hit rate 0.039% among 390,000. Potency, µM (series often up to 114 µM), for inactives: at the top dose activity change, negative = inhibition, hits mostly inhibitors. Transcreener GDP fluorescence polarization, RGS4-accelerated GTP hydrolysis; note: potency is the fitted concentration of half-maximal effect; % is set by controls: 0 for no effect and ±100 for the full control effect; nearly all actives have a fitted effect of over 75% in size; some results filed as inactive show a strong effect at the top dose
# Target sequence (P49798 whole entry, looked up): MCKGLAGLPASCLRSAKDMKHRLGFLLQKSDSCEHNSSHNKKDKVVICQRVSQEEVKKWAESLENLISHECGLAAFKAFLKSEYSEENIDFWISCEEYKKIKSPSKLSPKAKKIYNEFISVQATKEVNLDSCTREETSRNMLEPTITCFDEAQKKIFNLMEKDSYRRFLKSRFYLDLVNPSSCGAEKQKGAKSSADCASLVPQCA
#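 MLSMR compounds (23 nl, pin-transferred) preincubated 10 min at room temperature with a 500nM (2x) first reagent, then RGS4 at 900nM (2x) plus Transcreener GDP mix added; fluorescence polarization (620/688 nm) read before and after 90 min at 30 °C.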
# LDHA inh: blocks human lactate dehydrogenase A; purified LDHA, NADH/diaphorase-resazurin fluorescence; stronger effect = lower value; AID 1347041; activity change, % (values are at about 110 or 230 µM); hit rate 0.15% among 480,000; P00338; in the data active = activity change below about -30%; inconclusive = mostly about -25% to -30%;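 note: plate controls were DMSO wells for no effect and wells without enzyme for full effect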
#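 Enzyme activity of human lactate dehydrogenase 5 (2 nM; 0.06 mM NADH, 0.2 mM pyruvate, 5 min, RT) is measured via a resazurin/diaphorase fluorescence readout of residual NADH.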
# D2 ag: agonists of human D2 dopamine receptor. P14416. HEK293 T-REx D2 cells, calcium flux agonist mode. activation, % at 2 µM. hit rate 0.53% among 340,000. AID 485358;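 active = activation over 3 SD above normal in the single-dose calcium agonist read, cut at about 30% in these data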; note: 0% is about no effect
#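 Tetracycline-induced HEK293 Trex cells with D2 receptor force-coupled to calcium signaling, plated overnight at 30 C and loaded with no-wash calcium dye. Calcium flux read kinetically for 180 s after compound addition; responses flag agonists.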
# Vif-A3F inh: blocks the Vif interaction with APOBEC3F; AID 602313; HeLa A3F-eYFP + Vif (tagged APOBEC3F with the HIV-1 protein that degrades it), YFP fluorescence increase; hit rate 0.2% among 390,000; Potency, µM (series often up to 46.1 µM), for the others: top-dose activity, negative = active; note: potency is the fitted concentration of half-maximal effect; % of control where 0% means no effect; nearly all actives have a fitted effect of over 65% in size
#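 HeLa cells stably expressing Vif plus C-terminally eYFP-tagged A3F were seeded, incubated overnight at 37 deg C, dosed with compound, incubated overnight again at 37 deg C. Yellow fluorescence (Ex 488/Em 500-530) reported blocked Vif-mediated A3F-eYFP degradation.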
# Vif-APOBEC3G blk: inhibitors of Vif-APOBEC3G interaction | Q9HC16 | HeLa A3G-eYFP + Vif (tagged APOBEC3G with the HIV-1 protein that degrades it), YFP fluorescence, overnight | Potency, µM (doses to about 46.1 µM), for the others: at the highest dose activity, negative = active, actives largely listed as inhibitors | hit rate 0.076% among 410,000 | AID 602310;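 note: potency is the fitted concentration of half-maximal effect; % is set by controls: 0 for no effect and ±100 for the full control effect; nearly all actives have a fitted effect of over 60% in size; hits raise eYFP signal because A3G escapes Vif-driven loss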
#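 Read-out is eYFP fluorescence (Ex 488/Em 500-530) from Vif-expressing HeLa A3G-eYFP cells; more signal means A3G escaped Vif-mediated degradation. Cells plated overnight, compound pinned in, incubated overnight at 37 deg C.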
# ALOX12 inh: inhibitors of human 12S-lipoxygenase ALOX12; P18054; purified 12hLO, xylenol orange hydroperoxide absorbance; Potency, µM (series often up to 108 µM), inactives show at the top dose activity change, negative = inhibition, actives largely listed as inhibitors; hit rate 1.1% among 580,000; note: potency is the fitted concentration of half-maximal effect; % is set by controls: 0 for no effect and ±100 for the full control effect
# Target sequence (P18054 whole entry, looked up): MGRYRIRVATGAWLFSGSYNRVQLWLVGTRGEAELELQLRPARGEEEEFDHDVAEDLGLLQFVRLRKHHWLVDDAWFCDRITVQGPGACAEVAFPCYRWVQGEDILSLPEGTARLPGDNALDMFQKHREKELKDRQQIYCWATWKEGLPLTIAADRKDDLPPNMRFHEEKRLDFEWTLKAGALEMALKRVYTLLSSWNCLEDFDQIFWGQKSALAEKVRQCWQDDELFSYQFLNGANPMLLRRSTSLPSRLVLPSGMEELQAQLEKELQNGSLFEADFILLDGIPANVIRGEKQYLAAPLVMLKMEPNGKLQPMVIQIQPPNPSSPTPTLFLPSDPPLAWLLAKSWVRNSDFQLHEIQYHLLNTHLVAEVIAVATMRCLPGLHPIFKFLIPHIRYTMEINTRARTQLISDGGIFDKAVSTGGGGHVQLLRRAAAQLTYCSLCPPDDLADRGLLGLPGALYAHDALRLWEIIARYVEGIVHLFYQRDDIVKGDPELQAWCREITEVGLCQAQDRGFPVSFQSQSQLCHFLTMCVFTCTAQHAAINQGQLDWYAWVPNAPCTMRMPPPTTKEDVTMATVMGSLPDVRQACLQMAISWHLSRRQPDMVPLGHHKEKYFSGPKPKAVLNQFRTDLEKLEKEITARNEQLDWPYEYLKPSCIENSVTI
#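 Purified human 12hLO at 150 nM in 25 mM Hepes, 0.01% Triton X-100, pH 7.0, preincubated 15 min at room temperature with compound. Reaction started with 40 uM arachidonic acid, 30 min at room temperature. Hydroperoxide measured by Fe-xylenol orange, 573/405 nm absorbance ratio.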
# ERG-DNA inh: ERG Ets/DNA interaction inhibition. P11308. fluorescence polarization, His-ERG Ets domain / labelled DNA. Potency, µM (titrated, usually from 76.9 µM), for the others: top-dose FP activity, negative = inhibition, actives largely listed as inhibitors. hit rate 0.028% among 370,000. AID 624246; active = well fitted inhibition curve with a large enough effect in the polarisation, with a control signal flat; inconclusive = small, poorly fitted or top-dose-only effect, or effect the other way, or a change in a side signal; inactive = no such curve, though single readings can be large or run the other way; the % refers to the polarisation;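 note: polarization taken with two DNA probes labelled with fluorescein and Texas red; potency is the fitted concentration of half-maximal effect; % of control where 0% means no effect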
#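 His-tagged ERG Ets domain (1 uM in the protein solution; 300mM KCl, 50mM Tris-HCl, 1mM EDTA, 1mM DTT, pH 7.5) received compound, then a probe mix of 5 nM fluorescein-DNA and 100nM Texas-615-DNA. Fluorescence polarization was read for both dyes.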
# Glioma ERSR ind: induces the endoplasmic reticulum stress response in human glioma cells. U87-MG GRP78 promoter luciferase reporter, 16 h. Potency, µM, without a hit: at the highest dose activation, usual class: activators. hit rate 0.02% among 420,000. AID 602332; note: potency is the fitted concentration of half-maximal effect; series mostly up to about 76 µM; % of control where 0% means no effect; nearly all actives have a fitted effect of over 35% in size
#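 Stably transfected U87-MG human glioma cells carrying a GRP78-based luminescent sensor were seeded at 1000 cells/well, pin-dosed with compounds and incubated 16 h. Luciferase reagent was then added, and end-point luminescence was read after 10 min at room temperature.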
# D2 antagonist: antagonists of human D2 dopamine receptor. hit rate 2% among 340,000. P14416. HEK293 TREx D2 cells, calcium flux, dopamine EC80. inhibition, % at 10 µM. AID 485344; in the data active = inhibition above about 30%; note: 0% is about no effect
#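 Compounds are added to dye-loaded, induced HEK293 T-REx cells coupled to calcium release via D2; after a 3 min kinetic read an EC80 dopamine stimulus is given and fluorescence is recorded for 3 more min.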
# Starred values were filed as active, the others as inactive; ? = inconclusive; . = no result given; [ ] = another dose, or the depositor's remark. Unless noted, calls come from the whole dose curve; as a rule, active = well fitted curve in the direction sought with a large enough effect; inconclusive = small, poorly fitted or top-dose-only effect, or another doubt; inactive = no such curve, though single readings can be large; an effect the other way counts as inactive or inconclusive. Some of the compounds tested, so the mix of outcomes need not match the whole.
SMILES,RGS4 inhibitor,LDHA inh,D2 ag,Vif-A3F inh,Vif-APOBEC3G blk,ALOX12 inh,ERG-DNA inh,Glioma ERSR ind,D2 antagonist
COc1cc(C(=O)NCCC(=O)NC(C)CCc2ccccc2)cc(OC)c1OC (stereo not drawn),-7%,-2,-0.2,3%,3%,4%,9%,-4%,-8
Clc1ccc2c(NCc3cccs3)ncnc2c1,2%,-5,0.5,-2%,-4%,0%,0%,-6%,2
COc1ccccc1N1CC=C(c2cccc([N+](=O)[O-])c2)NC1=O,-13%,0,0.1,1%,-1%,0%,7%,1%,-13
CCOc1cc(C)c(Cl)cc1S(=O)(=O)NCCOC,19%,-2,59*,5%,2%,11%,-4%,-5%,32*
CCOc1ccc(NC(=O)CN(C)C(=O)CCc2nc3ccccc3c(=O)[nH]2)cc1OCC,.,-8,.,-8%,6%,-28%,.,-3%,.
Cc1nn(-c2ccccc2)c(Cl)c1/C=C/C(=O)c1ccccc1,?,0,-2.5,5%,-4%,.,-1%,?,-22
COc1ccc(-c2cc(C(=O)O)c(C)o2)cc1OC,-4%,0,-2.2,-6%,2%,-2%,-9%,-13%,-1
CN(Cc1nc(-c2cnccn2)no1)CC(O)c1ccccc1 (stereo not drawn),8%,-1,-1.7,-10%,-1%,-3%,2%,-7%,2
O=S(=O)(Nc1ccc(S(=O)(=O)Nc2cccc3ccccc23)cc1)c1ccccc1,4%,-4,0.7,-17%,-1%,?,8%,0%,-8
Cc1ccc(S(=O)(=O)N2Cc3ccccc3CC2C(=O)NC(C)(C)C)cc1 (stereo not drawn),-8%,-2,-1.9,0%,4%,14%,60%[activator],-2%,6
Cc1cccc(NC(=O)c2ccc(NS(=O)(=O)c3cccc4cccnc34)cc2)c1,-24%,-1,.,18%,1%,0%,7%,1%,.
Cn1ccc2c(N(Cc3ccccc3)Cc3ccccc3)cc3c(c21)C1CCC3C1 (stereo not drawn),.,10,.,.,-4%,?,.,-2%,.
CCCCN(CC(=O)Nc1cccc(S(=O)(=O)N2CCCC2)c1)Cc1nc2ccccc2c(=O)[nH]1,4%,-5,-0.3,0%,-7%,-7%,6%,-4%,-7
Cc1cccc(NC(=O)c2nc[nH]c2C(=O)N(C)Cc2ccccc2)c1,-2%,1,-0.6,5%,1%,15%,2%,3%,29
c1cncc(C2SCCCS2)c1,.,-2,.,-10%,-1%,9%,.,-4%,.
COc1cc(-c2nc(S(=O)(=O)c3ccccc3)c(N3CCOCC3)o2)cc(OC)c1OC,8%,-8,0.1,-4%,-1%,-35%,2%,3%,8
COc1cc2c(cc1OC)C(COc1ccc([N+](=O)[O-])cc1)N(C(C)=O)CC2 (stereo not drawn),25%,-4,-0.4,-6%,6%,0%,-12%,-4%,-11
O=C(CSc1nnc(CNC(=O)c2ccccc2F)o1)NC1CCCCC1,6%,-2,0.6,7%,0%,-20%,-1%,-2%,-19
O=C(Cc1ccc(S(=O)(=O)N2CCOCC2)s1)NCCOc1ccccc1F,-2%,1,2.8,-22%,2%,-25%,-4%,-3%,-2
CC1(C)CC2(CCO1)OC(=O)CC2C(=O)Nc1ccccc1Cl (stereo not drawn),15%,-14,-0.5,-15%,3%,-16%,-1%,2%,-3
N#Cc1ccc(S(=O)(=O)N2CCCN(c3nc4ccc(Cl)cc4s3)CC2)cc1,3%,0,-0.7,3%,1%,235%[activator],1%,-2%,-5
Cc1ccc(-c2nc3ccc(Cl)cn3c2Nc2ccc3c(c2)OCCO3)s1,8%,-5,0.1,-11%,2%,-16%,0%,0%,.
O=C(CNC(=O)c1ccc(Br)o1)NC1CCCCCC1,-8%,-1,0.5,10%,-1%,5%,9%,6%,9
CCOC(=O)c1cc(C#N)c(N2CCCNCC2)nc1C(F)(F)F,2%,0,1.3,4%,0%,-3%,6%,-6%,-24
Cc1c(NC(=O)Nc2ccccc2)c(=O)n(-c2ccccc2)n1C,9%,-12,-0.4,0%,-3%,188%[activator],-8%,-2%,20
COc1ccc(Cn2c(C(=O)O)c(CNCc3ccc(C)o3)c3ccc(C)cc32)cc1,17%,2,0.0,0%,-2%,?,2%,-4%,.
Cc1ccc(-n2ncc3c(=O)[nH]c(SCC(=O)N4CC(=O)Nc5ccccc54)nc32)cc1,-14%,-3,.,0%,-3%,22%,-3%,-3%,.
COCCNC(=O)CN1C(=O)NC2(CCCCCC2)C1=O,4%,-3,0.0,-2%,0%,-23%,-9%,-1%,-4
O=C(COc1ccc(Cl)cc1Cl)N/N=C1\CCCc2ccccc21,-10%,-6,0.9,-1%,-2%,0%,-15%,1%,23
COc1ccc(C(=O)N2CCC(n3c(C)nc4cc(F)ccc43)CC2)cc1OC,-1%,-13,0.5,-5%,-3%,0%,2%,-3%,-24
Cc1ccc(C(=O)Nc2cccc(-c3nc4cccnc4s3)c2C)cc1,-19%,-15,0.2,4%,-1%,?,0%,2%,.
COCCCN1C2=C(C(=O)CC(C)(C)C2)C(c2ccc(OC)c(OC)c2)C2=C1CC(C)(C)CC2=O,-3%,-3,1.2,-1%,-1%,?,-8%,3%,6
Cc1cc(C)c2c(CN(C)Cc3ccccc3)cc(=O)oc2c1,.,-8,.,.,-6%,-3%,.,12%,.
COc1ccc(N2CC(C(=O)N3CCN(c4ccccc4F)CC3)CC2=O)cc1 (stereo not drawn),0%,-2,1.5,0%,-9%,2%,3%,-3%,6
O=C(c1ccc(N2CCCCC2)c([N+](=O)[O-])c1)N1CCN(c2ccccn2)CC1,23%,-17,-0.3,6%,1%,14%,3%,-2%,27
Clc1cccc(-c2csc(Nc3cccnc3)n2)c1,-21%,-10,0.5,-9%,-3%,56%[activator],12%,5%,-1
CC(CN1CCN(C/C=C/c2ccccc2)CC1)c1ccccc1 (stereo not drawn),-4%,-5,0.1,8%,0%,0.79µM*,-4%,-1%,-22
Cc1ccc(C)c(-n2nnnc2SCC(=O)NCC2CCCO2)c1 (stereo not drawn),-8%,0,0.0,-3%,-3%,7%,9%,0%,-8
Nc1ccc(C(=O)Nc2cccc(N)c2)cc1,-12%,2,-0.6,0%,1%,-10%,1%,7%,-10
CC(OC(=O)c1cc(S(=O)(=O)N2CCOCC2)ccc1F)C(=O)NCc1ccc2c(c1)OCO2 (stereo not drawn),10%,-9,-0.4,1%,5%,2%,-7%,-4%,-5

# Individual results from the results shown.
# `N#Cc1ccc(S(=O)(=O)N2CCCN(c3nc4ccc(Cl)cc4s3)CC2)cc1` in D2 antagonist → -5
# `O=C(c1ccc(N2CCCCC2)c([N+](=O)[O-])c1)N1CCN(c2ccccn2)CC1` in D2 antagonist → 27

# Additional entries.
SMILES,RGS4 inhibitor,LDHA inh,D2 ag,Vif-A3F inh,Vif-APOBEC3G blk,ALOX12 inh,ERG-DNA inh,Glioma ERSR ind,D2 antagonist
O=C1CCN(Cc2ccccc2)N1,-2%,3,1.2,3%,2%,0%,9%,-1%,25
CCOC(=O)c1ccc(N2C(=O)CC(N3CCOCC3)C2=O)cc1 (stereo not drawn),-25%,-7,0.1,5%,1%,-1%,7%,-4%,9
COc1ccc(-c2cc(=O)n(-c3nc4ccccc4[nH]3)[nH]2)cc1,1%,-16,.,-10%,-21%,-24%,-2%,2%,.
CCN(CC)S(=O)(=O)c1ccc2c(c1)N(CC(=O)N1CCN(c3cccc(C(F)(F)F)c3)CC1)C(=O)CO2,10%,-3,1.0,1%,1%,7%,-3%,-5%,.

# Given as tab-separated lines: part of the list above.
SMILES	RGS4 inhibitor	LDHA inh	D2 ag	Vif-A3F inh	Vif-APOBEC3G blk	ALOX12 inh	ERG-DNA inh	Glioma ERSR ind	D2 antagonist
CCOc1cc(C)c(Cl)cc1S(=O)(=O)NCCOC	19%	-2	59*	5%	2%	11%	-4%	-5%	32*
CCOc1ccc(NC(=O)CN(C)C(=O)CCc2nc3ccccc3c(=O)[nH]2)cc1OCC	.	-8	.	-8%	6%	-28%	.	-3%	.
Cc1nn(-c2ccccc2)c(Cl)c1/C=C/C(=O)c1ccccc1	?	0	-2.5	5%	-4%	.	-1%	?	-22
COc1ccc(-c2cc(C(=O)O)c(C)o2)cc1OC	-4%	0	-2.2	-6%	2%	-2%	-9%	-13%	-1
CN(Cc1nc(-c2cnccn2)no1)CC(O)c1ccccc1 (stereo not drawn)	8%	-1	-1.7	-10%	-1%	-3%	2%	-7%	2
